AT treatment – potential ataxia-telangiectasia treatment | AID 485349 | […] A-T fibroblasts, KAP-1 phosphorylation AlphaLISA; neocarzinostatin DNA damage 30 min before lysis | Potency, µM (doses to about 57.5 µM), without a hit: at the top dose activation, hits mostly activators | actives 0.19% (n = 320,000); also: potency is read from the fitted curve at half-maximal effect; % of control where 0% means no effect; nearly all actives have a fitted effect of over 45% in size
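ATM-like activity read as KAP-1 phosphorylation via AlphaLISA donor/acceptor antibody pairs after lysis and 6 hr at 25C. Cells were ATM-null patient fibroblasts ([…], hTERT), dosed 60 min, then exposed to the DSB inducer NCS for 30 min.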
TSHR antag – antagonists of human thyroid stimulating hormone receptor | P16473 | TSHR-expressing cells, TSH-stimulated cAMP HTRF, 2 h; hits give low values | activity change, negative = inhibition, % at 11.5 µM | actives 0.2% (n = 330,000) | AID 504810;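 active = activity change below a set negative limit, meaning inhibition stronger than a set level, cut at about -70% in these data; inconclusive = activity change between two set negative limits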; also: % is scaled to controls: 0 for no effect and ±100 for the full control effect
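Freshly harvested TSHR cells receive pin-tooled compound, then EC80 TSH at 4nM final. After 2 hours at 37 deg C, antibody in lysis buffer and cAMP-d2 are added; 30 minutes at ambient temperature precede the HTRF read.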
MBNL1-CUG inh – inhibitors of human MBNL1 binding to CUG repeat RNA. Q9NR56. TR-FRET MBNL1-His/biotin-(CUG)12 binding, 665/545 ratio. Potency, µM (highest dose often 57.5 µM), inactives show top-dose activity change, negative = inhibition, actives largely listed as inhibitors. actives 0.036% (n = 280,000); active = well fitted inhibition curve with a large enough effect in the signal ratio, with a control signal flat, not every such curve was filed as active; inconclusive = small, poorly fitted or top-dose-only effect, or effect the other way, or a change in a side signal; inactive = no such curve, though single readings can be large or run the other way; the % refers to the signal ratio; also: potency is read from the fitted curve at half-maximal effect; % is scaled to controls: 0 for no effect and ±100 for the full control effect
Target sequence (Q9NR56 whole entry, looked up): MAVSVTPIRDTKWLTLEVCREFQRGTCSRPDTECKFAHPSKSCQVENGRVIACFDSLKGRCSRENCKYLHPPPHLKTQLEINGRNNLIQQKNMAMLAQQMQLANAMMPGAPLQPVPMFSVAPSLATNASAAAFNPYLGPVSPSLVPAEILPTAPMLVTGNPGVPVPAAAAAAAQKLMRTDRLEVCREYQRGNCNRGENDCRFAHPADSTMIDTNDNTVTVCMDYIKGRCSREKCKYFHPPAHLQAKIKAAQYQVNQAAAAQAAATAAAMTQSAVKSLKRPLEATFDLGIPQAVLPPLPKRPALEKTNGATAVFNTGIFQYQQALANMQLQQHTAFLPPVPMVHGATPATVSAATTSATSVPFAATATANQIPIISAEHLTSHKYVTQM
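His-tagged MBNL1 binding to biotinylated (CUG)12 RNA was measured by TR-FRET using terbium anti-His antibody (0.055 ng/ul final) and streptavidin-XL665 (5 nM final). Compounds were titrated 92 nM to 58 uM; 60 min at room temperature.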
MLL CXXC-DNA inh – blocks binding of human MLL CXXC domain to DNA. AID 2662. Q03164. Potency, µM (series often up to 115 µM), for inactives: at the top dose activity change, negative = inhibition, actives largely listed as inhibitors. actives 0.037% (n = 290,000). MLL-CXXC / FITC-HOXA9 DNA fluorescence polarization; active = well fitted inhibition curve with a large enough effect in the polarisation, with a control signal flat, not every such curve was filed as active; inconclusive = small, poorly fitted or top-dose-only effect, or effect the other way, or a change in a side signal; inactive = no such curve, though single readings can be large or run the other way; the % refers to the polarisation; also: potency is read from the fitted curve at half-maximal effect
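Fluorescence polarization: 7 uM MLL-CXXC (stock) preincubated 5 min with compounds, then 50 nM fluorescein-HOX-A9 DNA (stock) added; 30 min ambient. Buffer 50 mM Tris-HCl pH 7.5, 50 mM NaCl, 1 mM DTT, 0.05% BSA.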
Mito fusion yeast – mitochondrial division inhibition or fusion activation | S. cerevisiae fusion-defective mutant growth rescue, CellTiterGlo 48 h | Potency, µM (titrated, usually from 46.1 µM), for inactives: at the highest dose growth rescue (activation), most hits filed as activators | actives 0.23% (n = 320,000) | AID 485298;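 also: potency is read from the fitted curve at half-maximal effect; % of control where 0% means no effect; nearly all actives have a fitted effect of over 45% in size; temperature-sensitive fusion mutants such as fzo1-1 at 37 °C on non-fermentable ethanol glycerol medium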
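Growth-rescue viability read-out: after 48 h at the non-permissive 37C in glycerol/ethanol YPEG, yeast mitochondrial fusion mutants are measured by CellTiterGlo luminescence; compounds (23 nl pinned per well) restoring growth score as division inhibitors or fusion activators.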
Menin-MLL TR inh – displaces Texas Red mutant MLL peptide from human menin. O00255. Menin + Texas Red MLL mutant peptide, fluorescence polarization. actives 0.23% (n = 270,000). Potency, µM (top dose mostly 61.6 µM), inactives show top-dose FP activity change, negative = inhibition, usual class: inhibitors; active = well fitted inhibition curve with a large enough effect in the polarisation, with a control signal flat, not every such curve was filed as active; inconclusive = small, poorly fitted or top-dose-only effect, or effect the other way, or a change in a side signal; inactive = no such curve, though single readings can be large or run the other way; the % refers to the polarisation; also: potency is read from the fitted curve at half-maximal effect; % of control where 0% means no effect; many of its hits are not listed in these tables
Integrin act MD – activators of alpha7 integrin expression for muscular dystrophy. alpha7betagal myoblasts, beta-gal FDG fluorescence, 48 h. Potency, µM (highest dose often 38.3 µM), inactives show at the highest dose activation, usual class: activators. actives 0.064% (n = 350,000);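 also: potency is read from the fitted curve at half-maximal effect; 100% = response of the positive control SU9516; nearly all actives have a fitted effect of over 60% in size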
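Alpha7betagal+/- myoblasts (passage 13) were plated 16-24 hr, then exposed to compounds (1:260 dilution of DMSO stock) for 48 hours at 37C. After MPER lysis, β-galactosidase reporter activity was read as FDG fluorescence (ex 480/em 540) after 30 minutes.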
TSG101-PTAP inh – blocks PTAP/TSG101 interaction to inhibit HIV-1 budding; Q99816; Fluorescence polarization, FITC-PTAP peptide / Tsg101 binding; Potency, µM (top dose mostly 115 µM), without a hit: top-dose activity change, negative = inhibition, actives largely listed as inhibitors; AID 493005; 340,000 tested, under 10 active; active = well fitted inhibition curve with a large enough effect in the main read-out, with a control signal flat, not every such curve was filed as active; inconclusive = small, poorly fitted or top-dose-only effect, or effect the other way, or a change in a side signal; inactive = no such curve, though single readings can be large or run the other way; also: potency is read from the fitted curve at half-maximal effect; % of control where 0% means no effect
Target sequence (Q99816 whole entry, looked up): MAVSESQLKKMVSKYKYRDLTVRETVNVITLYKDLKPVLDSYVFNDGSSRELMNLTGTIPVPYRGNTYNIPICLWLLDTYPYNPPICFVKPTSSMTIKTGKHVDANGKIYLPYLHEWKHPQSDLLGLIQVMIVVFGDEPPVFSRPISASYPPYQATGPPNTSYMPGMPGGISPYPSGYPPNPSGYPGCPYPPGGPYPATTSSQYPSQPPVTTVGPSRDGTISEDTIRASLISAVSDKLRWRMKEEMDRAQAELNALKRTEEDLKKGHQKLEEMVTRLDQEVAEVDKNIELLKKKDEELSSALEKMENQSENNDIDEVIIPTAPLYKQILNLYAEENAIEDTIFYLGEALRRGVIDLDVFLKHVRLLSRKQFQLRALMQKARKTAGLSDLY
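Tsg101 binding domain (10 uM final) was mixed with compound and a FITC-labeled PTAP peptide (50 nM final) in HEPES pH 7.5 buffer with NaCl, Tween 20, EDTA and TCEP; fluorescence polarization was read after 20 min at r.t.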
ASM inhibitor – inhibitors of human secretory acid sphingomyelinase. placental ASM, HMU-PC fluorogenic substrate, 60 min. actives 0.006% (n = 340,000). Potency, µM (top dose mostly 57.5 µM), for inactives: at the highest dose activity change, negative = inhibition, most hits filed as inhibitors. P17405; also: potency is read from the fitted curve at half-maximal effect
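HMU-PC0 cleavage (9 uM final) by human placental ASM, 60 min at 37 °C following 10 min compound exposure at RT; stopped at pH 10, fluorescence Ex 386/Em 447 nm.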
TCR act – activates T cell receptor signaling; Potency, µM (doses to about 9.22 µM), without a hit: top-dose activation of IL-2 secretion, usual class: activators; primary human leukocytes, anti-CD3, IL-2 HTRF, 48 h; 330,000 tested, under 10 active; AID 504894; also: % of control where 0% means no effect
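Primary human leukocytes receive a-CD3 beads and test compound and are incubated 48 hr. Secreted IL-2 is then assayed by HTRF, measuring 665nm acceptor emission after 320nm excitation of the europium donor.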
Starred values were filed as active, the others as inactive; ? = inconclusive; / = not tested or not shown; [ ] = dose if it differs, or a comment. Unless noted, calls follow the shape of the dose curve; as a rule, active = well fitted curve in the direction sought with a large enough effect; inconclusive = small, poorly fitted or top-dose-only effect, or another doubt; inactive = no such curve, though single readings can be large; an effect the other way counts as inactive or inconclusive. Some of the compounds tested. The share of hits here may be higher or lower than overall.

SMILES	AT treatment	TSHR antag	MBNL1-CUG inh	MLL CXXC-DNA inh	Mito fusion yeast	Menin-MLL TR inh	Integrin act MD	TSG101-PTAP inh	ASM inhibitor	TCR act
Cn1c(Cn2cnc([N+](=O)[O-])n2)nnc1SCC(=O)Nc1ccc(Br)cc1	1%	-6	/	-2%	-6%	7%	11%	0%	-2%	5%
Cc1occc1C(=O)Nc1c(Cl)cccc1Cl	14%	8	1%	-1%	-2%	-8%	-1%	-4%	1%	3%
CCOc1ccc(CCNC(=O)c2cccc(S(=O)(=O)N3CC(C)OC(C)C3)c2)cc1OCC (stereo not drawn)	0%	-3	/	/	-1%	/	-45%	-2%	9%	/
O=C1CCCCC1Nc1ccc(Br)cc1 (stereo not drawn)	/	/	/	/	/	/	6%	0%	1%	0%
COc1ccc(Cl)c2sc(N(CCN(C)C)C(=O)c3ccc4c(c3)OCCO4)nc12	4%	14	/	/	-13%	/	-47%[inhibitor]	-5%	-10%	4%
COCC1CCCN(C(=O)c2cc(COc3ccc(C(C)=O)cc3)on2)C1 (stereo not drawn)	/	/	/	/	/	/	36%	-1%	2%	15%
O=C(CCN1C(=O)c2ccccc2S1(=O)=O)Nc1ccc(F)c(F)c1F	10%	0	/	/	-8%	/	-6%	-8%	6%	0%
C/C(N)=C(/C#N)C(=O)COC(=O)C1CCN(S(=O)(=O)c2cccs2)CC1	8%	-21	/	/	/	/	-26%	-1%	-1%	2%[46.1 µM]
Cc1cc(C)n2nc(C(=O)OCC(=O)N(CCC#N)c3ccc(F)cc3)nc2n1	-1%	-3	/	/	-5%	/	16%	-2%	/	-4%
COc1ccc(NC(=O)C2=Cc3cccc(OC)c3OC2)cc1	4%	-9	?	13%	-1%	14%	13%	-4%	-6%	-3%
N#CCSc1nnc(-c2ccccc2O)n1CCc1ccccc1	6%	6	-5%	16%	-2%	-12%	-6%	-8%	1%	-8%
CC(NC(=O)COC(=O)c1ccc2c(c1)S(=O)(=O)N=C1CCCCCN12)C12CC3CC(CC(C3)C1)C2 (stereo not drawn)	1%	57	0%	7%	-1%	-17%	-9%	1%	-1%	-5%[46.1 µM]
CC(c1ccco1)N(C(=O)c1ccccc1NS(=O)(=O)c1ccc(Cl)c([N+](=O)[O-])c1)c1ccccn1 (stereo not drawn)	1%	-47	?	1%	?	-7%	-45%	-4%	0%	1%[46.1 µM]
O=C(CNC(=O)c1ccncc1)N/N=C/c1cc(Br)ccc1O	-7%	5	/	1%	1%	6%	-4%	-1%	4%	-6%[46.1 µM]
CC(C)(C)n1nnnc1CN1CCN2CCCC2C1 (stereo not drawn)	-4%	3	-1%	-2%	-1%	9%	13%	-3%	0%	-11%
CCOC(=O)NC(=O)/C(C#N)=C\Nc1sccc1C(=O)OC	1%	-4	22%	-2%	-1%	?	5%	-10%	2%	0%
O=S(=O)(c1ccc(Cl)cc1)N1CCC(n2cnc3cc(C(F)(F)F)ccc32)CC1	/	/	/	/	/	/	7%	-4%	-13%	-4%
CCOc1cc(/C=N/Nc2nn3cnnc3c3ccccc23)ccc1O	-5%	-1	?	6%	-4%	/	37%	-12%	0%	-3%
CNC(=O)CC1C(=O)N(c2ccc(Cl)cc2)C(=S)N1NC(=O)c1cccc(F)c1 (stereo not drawn)	-14%	5	-2%	-1%	0%	-11%	0%	-1%	5%	-8%
O=C(CSc1nc2ccccc2c(=O)n1CCCN1CCOCC1)c1c[nH]c2ccccc12	3%	-2	-4%	1%	3%	34%[activator]	-32%	0%	-1%	6%
Cc1ccc2oc3c(c(=O)c2c1)C(c1cccc(O)c1)N(c1ccccn1)C3=O (stereo not drawn)	22%	2	9%	6%	27%	-10%	28%	-1%	-16%	1%
COc1ccccc1NC(=O)COC(=O)c1ccccc1SCC(=O)N1CCCC1	-4%	-2	/	/	-2%	/	-12%	-3%	10%	1%
CCOc1ccccc1NC(=O)CSc1nnc(C2CC2)n1CC	6%	5	-1%	-2%	4%	-8%	9%	0%	4%	2%
Cc1nn(-c2ccccc2)cc1/C=N/NC(N)=S	0%	-10	-1%	5%	0%	/	-27%	-1%	2%	11%
Cc1ccc(C(=O)Nc2cc(C)nn2CCC#N)cc1	4%	11	-5%	-4%	0%	5%	0%	-3%	5%	3%
Nn1c(SCC(=O)NC2CCS(=O)(=O)C2)nc2scc(-c3ccccc3)c2c1=O (stereo not drawn)	1%	-10	/	/	-7%	/	3%	-5%	-1%	0%
Cc1c(C(=O)OC(C)C)nnn1-c1nonc1N	/	9	8%	-3%	3%	9%	18%	-7%	-3%	-3%[46.1 µM]
CCOc1c2ccc(C(=O)NCc3ccc(C(F)(F)F)cc3C(F)(F)F)cc2nn1C	2%	12	8%	-7%	-4%	-1%	-5%	0%	47%[activator]	-1%
CCOc1ccc(C(=O)CN2CCN(S(=O)(=O)c3ccc(OC)cc3)CC2)cc1	-7%	9	5%	13%	0%	?	-5%	-3%	-1%	6%
COc1cccc(C(=O)c2c(C)c(CCC#N)n3ccccc23)c1OC	1%	11	?	7%	3%	-11%	-61%[inhibitor]	-3%	-5%	-1%
O=C(O)c1cc(S(=O)(=O)NC(CO)C(O)c2ccc([N+](=O)[O-])cc2)ccc1Br (stereo not drawn)	-1%	73	?	-8%	-3%	0%	-1%	-2%	-2%	2%
Cc1ccc(NC(=O)CN2CCCC2)c2c1CC(C)(C)O2	8%	-7	-6%	-15%	-5%	-15%	14%	-3%	3%	0%
Nc1nc(=S)[nH]c2c1C1(CCCC1)Cc1ccccc1-2	-3%	-8	-3%	7%	-4%	?	24%	-2%	-1%	1%
CC(=O)c1ccc(S(=O)(=O)NC2CC(=O)N(c3ccc(Cl)cc3)C2)cc1 (stereo not drawn)	-16%	9	/	/	-3%	/	3%	-2%	-1%	-4%
O=C(Cn1cccc1C(=O)c1ccccc1)NCc1ccc(F)cc1	-4%	16	9%	-6%	0%	8%	2%	1%	0%	8%
COc1ccc(OC)c(C2C(C(C)=O)=C(O)C(=O)N2CCC(=O)O)c1 (stereo not drawn)	2%	10	1%	7%	-1%	24%	2%	-7%	0%	1%
COc1ccccc1CNS(=O)(=O)c1ccc(-c2cc(C)no2)cc1	-3%	-12	-14%	-1%	3%	/	0%	0%	-1%	0%
CCOc1cccc(C(=O)Nc2cccnc2)c1	5%	-7	0%	-11%	-1%	-1%	0%	-3%	2%	2%
O=C(OCc1cc(Cl)ccc1OC(F)F)c1cccnc1	4%	-17	4%	35%[activator]	10%	-2%	-21%	-10%	2%	2%
CCOc1ccc(CCN2C(=S)N([C@@H](CC(C)C)CN3CCCC3CN3C(=S)NC[C@@H]3Cc3ccc(O)cc3)C[C@@H]2CC(C)C)cc1 (stereo partly drawn)	/	/	/	/	/	/	-25%	-2%	-19%	1%
O=S(=O)(NCCCCNS(=O)(=O)c1ccc(F)cc1)c1ccc(F)cc1	/	/	/	/	/	/	14%	2%	2%	0%
CC1=NOC2(C1)N(C)c1ccccc1C2(C)C (stereo not drawn)	?	31	-2%	13%	3%	2%	-15%[7.66 µM]	-2%	3%	/
O=C(c1cccc(NC2=NC3CS(=O)(=O)CC3S2)c1)N1CCN(c2ncccn2)CC1 (stereo not drawn)	7%	21	2%	/	-3%	-11%	0%	-4%	1%	-1%
CC(C)c1ccc(NC(=O)CCNC(=O)Cn2cnc3ccccc3c2=O)cc1	-1%	1	4%	-10%	-4%	2%	10%	-1%	2%	-3%
COc1ccccc1NC(=O)N1CCC(C(=O)c2ccc(Cl)cc2)CC1	8%	-9	-1%	-1%	1%	-3%	14%	-3%	-2%	-6%
Cc1ccc(F)cc1CNC(=O)C1CCC(=O)N(CC2CCCCC2)C1 (stereo not drawn)	8%	25	-4%	-5%	0%	3%	19%	-6%	-2%	3%
CCOc1ccc(NC(=O)N2CCN(S(C)(=O)=O)CC2)cc1	1%	4	3%	-3%	0%	-2%	5%	-5%	-1%	1%
CCN1CCc2c(sc(NC(=O)c3cc4ccccc4cc3OC)c2C(N)=O)C1	5%	-23	?	98%[activator]	-12%	/	-72%[inhibitor]	6%	156%[activator]	0%

Compound activity from PubChem.
